# Bioassay records: PubChem BioAssay, several laboratories
# sdo1 growth: compounds rescuing growth of sdo1-depleted yeast, bone marrow failure model; hit rate 0.21% among 140,000; S. cerevisiae sdo1-depleted JHY4D growth rescue, OD600 30 h; active compounds read high; pdr5 snq2 efflux-pump mutant strain; AID 817; z-score at 10 µM;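 active means z-score above 3 at both the 24 hr and the 30 hr optical density reads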;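 further: z-score against mean and SD of all compound wells on the same plate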
# INS promoter inh: TRM-6 insulin promoter activity inhibition | TRM-6 cells (human fetal islet line), insulin promoter-eGFP reporter, imaging; reporter expression induced with tamoxifen | AID 1273 | inhibition, % at 2 µM | hit rate 0.9% among 130,000;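 active means inhibition above the mean plus 3 SD, with well images judged a real hit on visual review, cut at about 60% in these data, passing the limit was not always enough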
# sdo1 growth Rescue 24 h: recorded beside sdo1 growth, whose call it bears; z-score; S. cerevisiae sdo1-depleted JHY4D growth rescue, OD600; measured here: growth rescue at 24 h;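 0 is the plate mean of compound wells and units are plate SD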
# Numbers without * were called inactive; i = inactive; · = no result given; [ ] = remark or other dose.
sdo1 growth	sdo1 growth Rescue 24 h	INS promoter inh	compound
-1.4	-0.26	-3	O=c1c(-c2nc3ccccc3s2)cccn1Cc1ccc(Cl)cc1
-0.39	-1.1	26	COc1ccc(S(=O)(=O)NCCCN2CCOCC2)c2ccccc12
-1.3	-0.86	·	Cc1ccc(-c2nc3nc4ccccc4nc3n2Cc2ccco2)cc1
-0.56	-0.77	-79	COc1nc(/C(N)=N/O)nc(N2CCCCC2)n1
·	·	27	CCN1CCCc2cc(CN(CCN3CCOCC3)C(=S)Nc3ccc(OC)c(Cl)c3)ccc21
-1.1	-0.62	21	CC1=NN(/C(=N\c2nnc(C)s2)Nc2ccc(C(C)(C)C)cc2)[C@H](c2ccc(C)cc2)S1
-0.05	-0.25	77*	CCOC(=O)c1sc2nc(C)cc(C)c2c1N
0.46	1.1	·	O=C(COc1ccc2ccccc2c1)NNC(=O)Cc1cccc2ccccc12
·	·	43	Cc1ccccc1COC(=O)c1nn(-c2ccccc2)nc1N
-1.3	-0.91	-14	CCOc1ccc(CCNC(=O)c2cc3sccc3n2CC)cc1OCC
-0.66	-0.53	·	CCn1cc(C(=O)N2CCCc3ccccc32)c2cc(OC)c(OC)cc2c1=O
-0.86	-0.48	45	Fc1ccc2nc(-c3ccccc3)nc(SCc3nnc(-c4ccccc4)o3)c2c1
0.68	-0.18	31	Cc1nc(-c2ccc(C(=O)N3CCOCC3)cc2)cs1
-0.17	-0.84	6	Cc1nnc(SC(C)C(=O)Nc2ccc(S(=O)(=O)NC3CCCCC3)cc2)s1 (stereo not given)
0.16	-0.47	·	O=C(CCS(=O)(=O)c1ccc(Br)s1)NCc1ccc2c(c1)OCO2
-0.06	-0.85	·	COC(=O)c1cc(Br)c(=O)n(CCN2CCOCC2)c1
-0.17	-0.81	·	Cc1ccc2nc(SCC(=O)NC(=O)NCc3ccco3)[nH]c2c1
0.98	1.7	-14	O=c1[nH]c2ccccc2s1
-0.81	-0.95	92*	CCOC(=O)c1nn(-c2cccc(Cl)c2)c(C)c1C(C)=O
0.62	-0.03	7	N#C/C(C(=O)N1CCCCC1)=C1/N=C(N)c2ccccc21
-0.02	-0.34	17	COCCCNC(=O)Cn1c(=O)n(CCCCCC(=O)Nc2ccccc2)c(=O)c2sccc21
-0.11	-0.7	18	O=C(Nc1cc(C(=O)N2CCCC2)ccc1N1CCCC1)C1CC1
-0.33	-0.92	-73	CCOC(=O)c1cnn(CCOC(=O)C(C)(C)C)c1NC(=O)C(C)(C)C
-1.9	-1.2	·	Cc1cc(N2CCN(C(=O)c3ccco3)CC2)n2nc(-c3cccc(Cl)c3)cc2n1
-1.1	-1.4	-31	CC(C)NC(=O)CC(c1ccccc1)c1cc(Br)ccc1O (stereo not given)

# Going on with the list.
sdo1 growth	sdo1 growth Rescue 24 h	INS promoter inh	compound
-0.42	-0.8	8	COc1ccccc1NC(=O)C(=O)NCC1COc2ccccc2O1 (stereo not given)
·	·	13	CC1=CC2=NC(=O)/C(=C\c3ccc(OC(=O)c4ccco4)cc3)C(=N)N2O1
0.55	3.4	·	CCOC(=O)N1CCN(C(=O)c2cc(C)c3c(C)nn(-c4ccccc4)c3n2)CC1
0.17	-0.66	39	O=C1CC(N2CCOCC2)C(=O)N1Cc1ccc(N2CCCC2=O)cc1 (stereo not given)
0.33	-0.48	7	COc1cc(-c2cn[nH]c2N)cc(OC)c1OC
1	0.48	·	Cc1ccccc1NC(=O)CSc1[nH]c(=O)cc(C)c1C#N
0.29	0	-22	N=c1sccn1CC(=O)Nc1ccccc1Oc1ccccc1
0.21	-0.69	-100	CCCS(=O)(=O)NCCc1cc2ccc(C)cc2[nH]c1=O
0.03	-0.32	·	CSCC[C@H](NC(=O)C1CCN(S(=O)(=O)c2ccc(C)cc2)CC1)C(=O)NCc1ccco1
·	·	-10	CC(/C=N\NC(=O)c1cccnc1)c1ccccc1 (stereo not given)
-1.9	-1.1	-158	Cc1n[nH]c(C)c1CCOc1ccc(C(C)C)cc1
0.11	0.42	·	CCCCSc1nsc(NC(C)=O)n1
-0.35	-0.68	i	S=C(Nc1ccc2c(c1)OCO2)NC1CCN(Cc2ccccc2)CC1
-0.06	-0.43	-44	CC(=O)c1c(C(C)=O)c(C)n(NC(=O)c2ccc(Cl)cc2)c1C
-1.4	-1.7	10	CC1CCCC(=C\c2ccccc2)/C1=N/O (stereo not given)
-0.82	0.27	0	CCC(C)c1ccccc1NC(=O)COC(=O)c1ccc2[nH]c3c(c2c1)CCCC3 (stereo not given)
2.6	2.3	-427	CCCn1c(CCc2ccccc2)nnc1SCC(=O)N1CCCC1
0.96	3.4	-9	CCOC(=O)c1ccc(-c2nnc(-c3ccc(Cl)cc3Cl)o2)cc1
1.7	2	21	COc1ccc(C(=O)Nc2cc3c(cc2C#N)OCO3)cc1S(=O)(=O)NCc1ccco1
-0.31	-0.63	·	COc1ccc(C2CN=NC23CCCc2ccccc2C3=O)cc1 (stereo not given)
-0.21	1.4	24	CC1=C(C(=O)c2ccccc2)C(c2cn(-c3ccccc3)nc2-c2ccc(Cl)cc2)NC(=S)N1 (stereo not given)
-0.84	-0.51	72	Cc1cc(Nc2ccccc2)n(C(=O)c2ccc(Cl)cc2)n1
0.26	1	-7	O=C(NCCN1CCCCC1)Nc1ccccc1
·	·	38	CC12CCC(C/C1=N/OC(=O)c1cccc([N+](=O)[O-])c1)C2(C)C (stereo not given)
-0.88	-0.52	-7	COc1ccc(C)cc1NC(=O)c1ccc(CN2CCN(c3ccccc3)CC2)cc1

# Next structures
sdo1 growth	sdo1 growth Rescue 24 h	INS promoter inh	compound
·	·	-8	CCOC(=O)C1=C(C)NC(=O)CC1c1cc2c(cc1[N+](=O)[O-])OCO2 (stereo not given)
0.31	-0.35	·	CCOc1ccc(C(=O)Nc2nnn(CC)n2)cc1
0.34	0.14	19	COC(=O)c1ccc(/C=N/Nc2nc(-c3ccccc3)cs2)cc1
0.4	0.95	-77	O=[N+]([O-])c1ccc2c(c1Nc1ccccc1)=NC1(CCCCC1)N=2
·	·	57	O=C(/C=C/c1ccco1)NCCCN1CCOCC1
·	·	-20	CS(=O)(=O)N1CCN(c2ccc(NC(=S)NC(=O)c3ccccc3[N+](=O)[O-])cc2)CC1
-0.83	-1.2	-3	CC1CCCC(C)N1C(=O)CSc1nnc(-c2cccs2)o1 (stereo not given)
·	·	29	COc1ccc(N2CCN(C(=O)Cc3coc4cc(C)ccc34)CC2)cc1
-0.29	-0.46	9	CCCCNC(=O)C1CCCN(S(=O)(=O)c2ccc(S(=O)(=O)NCC(C)C)cc2)C1 (stereo not given)
0.75	-0.63	7	NC(=O)c1cccnc1Nc1ccccc1F
0.51	-0.69	·	O=C(Cn1ncc2c(=O)oc3ccccc3c21)NC1CC1
·	·	-38	Oc1c(Br)cc(Br)cc1CNc1ccc(F)cc1
0.55	0.53	·	CCOC(=O)c1c(-c2ccc(OCC)cc2)csc1NC(=O)CCN1C(=O)c2ccccc2C1=O
0.98	1.9	3	CCOc1cc(C#N)c(NC(=O)c2cccnc2Cl)cc1OCC
·	·	-25	CCOC(=O)NN1C(=O)c2ccccc2NC1C (stereo not given)
-1.4	-0.42	4	N#C/C(=C\Nc1ccc2c(c1)OCCO2)c1nc(-c2ccccc2)cs1
0.03	-0.13	40	Cc1onc(-c2ccccc2)c1C(=O)Nc1ccon1
-1	-1.4	-350	CCCn1nnnc1NCc1ccc(N2CCCC2)cc1
-0.29	-0.78	45	CCCCC(=O)Nc1ccc(C(=O)N2CCN(c3ccccc3OC)CC2)cc1
-1.8	-1.9	·	CCOC(=O)c1c(Cc2cccc(Cl)c2)c[nH]c1C
0.87	1.2	-34	O=C(C1CCN(S(=O)(=O)N2CCC3(CC2)OCCO3)CC1)N1CCN(Cc2ccccc2)CC1
-1.8	-1.5	40	CCCCOC(=O)c1cc(C)nc2ccc(Br)cc12
-1.3	-1.1	14	Nc1cccc(Nc2nc(OC(C(F)(F)F)C(F)(F)F)nc(OC(C(F)(F)F)C(F)(F)F)n2)c1
0.82	0.85	21	CCCc1nn2c(N)c(/C=C3\C=Nc4ccccc43)c(=O)nc2s1
·	·	-12	COc1cc(CN2CCN(c3cc(C)ccc3C)CC2)cc([N+](=O)[O-])c1O

# Next part
sdo1 growth	sdo1 growth Rescue 24 h	INS promoter inh	compound
-1.2	-0.27	19	Nc1nc(-c2ccccc2)nc2sc3c(c12)CCCC3
0.61	0.45	31	O=C(c1cccc(F)c1)N1CCN(Cc2c[nH]c3ccccc23)CC1
0.77	0.57	30	Cc1nnc(SCc2ccccc2Cl)n1CC1CCCO1 (stereo not given)
1.2	1.1	-15	Cc1ccc2c(c1C)NC(=O)C2(O)CC(=O)c1ccc2c(c1)OCO2 (stereo not given)
·	·	61	Cc1ccc(-c2nnc(N3CCC(C)CC3)c3ccccc23)cc1
0.14	0.55	·	COc1ccc(C(=O)COC(=O)c2ccc(OC)c(OC)c2)cc1OC
0.04	1.3	63	Cc1ccccc1OCC(=O)Nc1cccc2nsnc12
·	·	12	Cc1ccc(C)c(NS(=O)(=O)c2ccc3[nH]c(=O)oc3c2)c1
1.1	0.95	·	CCOC(=O)c1c(C)n(C)c2ccc(OC)c(NC(=O)CN3CCN(Cc4ccccc4)CC3)c12
·	·	64	CCOC(=O)C1=C2NC(=O)c3ccccc3N2C(=O)C1
-1.5	-1.7	·	Cc1csc(Sc2ccc([N+](=O)[O-])cc2C(=O)OCC(=O)NC(=O)NC(C)(C)C)n1
·	·	2	COC(=O)c1cn(-c2cccc(C)n2)cn1
-0.2	-0.36	-11	COC(=O)C1CSC(C(=O)OC)N1C(=O)CN1CC(C)OC(C)C1 (stereo not given)
0.57	0.29	-8	Cc1c(/C(O)=C2/C(=O)C(=O)N(CCN3CCOCC3)C2c2cccnc2)cnn1-c1ccccc1 (stereo not given)
-0.85	-1.1	-44	C/C(=N\NC(=O)c1c[nH]c2ccccc12)c1ccco1
0.58	1.8	-9	CCOC(=O)c1c(C)[nH]c(C)c1C(=O)CSc1nc2ccccc2c(=O)n1-c1ccc(CC)cc1
1.4	0.85	·	CC(=O)Nc1ccc(NC(=O)C(C)OC(=O)C2CC3C=CC2C3)cc1 (stereo not given)
0.82	-0.07	·	C=CCN(CC=C)S(=O)(=O)c1ncn[nH]1
-0.09	-0.58	3	NC(=O)CSc1nnc(-c2cccs2)n1-c1ccccc1
0.24	0.14	·	CC1CCCCC1NC(=O)C1CCN(S(=O)(=O)N2CCOCC2)CC1 (stereo not given)
-0.06	-0.09	15	C=CCNC(=O)C1CCN(S(=O)(=O)c2ccccc2)CC1
·	·	-31	O=C(c1ccco1)N1CCN(Cc2cccc([N+](=O)[O-])c2)CC1
-1	-0.84	-87	Cc1cc(C)cc(NC(=O)C(NCC2CCCO2)c2ccccc2)c1 (stereo not given)
0.31	-0.31	·	CCOc1ccc(C2Oc3nc(SC)nnc3-c3ccccc3N2C(C)=O)cc1OC (stereo not given)
0.32	0.09	-29	O=C(COC(=O)COc1ccc(Nc2ccccc2)cc1)NCc1ccco1

# (next part)
sdo1 growth	sdo1 growth Rescue 24 h	INS promoter inh	compound
0.1	-0.38	·	CCOC(=O)c1cn(-c2ccccc2CO)c2c(F)c(F)c(F)cc2c1=O
-1.4	-0.02	37	CCCCC(CCCC)=N/N=C/c1c(O)n(CC)c2cc(C3=NNC(=O)CC3)ccc12
0.85	0.23	35	CC(=O)Nc1nc(-c2ccc(Cl)cc2)nc(C)c1C(C)=O
-0.09	-1.1	-314	Cc1ccnc(NS(=O)(=O)c2ccc(NS(=O)(=O)c3ccccc3)cc2)n1
1.8[12.3 µM]	1.9	22	O=S(=O)(c1cccc2nsnc12)N1CCCC1
-0.08	-0.76	21	CCOC(=O)N1CCN(C(=O)c2ccc(C)c(S(=O)(=O)Nc3cccc(C)c3C)c2)CC1
·	·	50	Cc1ccc(CNC(=O)CCC2CCCN(Cc3c(C)nn(C(C)C)c3C)C2)o1 (stereo not given)
1.2	0.74	·	C=CCOc1c2ccc(C(=O)NCCc3ccc(C)cc3)cc2nn1C
-0.73	-0.35	13	CCn1nc(C(=O)OCC(=O)c2cc(C)n(Cc3cccs3)c2C)c2ccccc2c1=O
-0.33	-0.54	62	C=CCNc1sc(C(=O)c2ccc(C)cc2)c(N)c1C#N

# Entries shown so far containing an aryl methoxy group (15):
sdo1 growth	sdo1 growth Rescue 24 h	INS promoter inh	compound
-0.39	-1.1	26	COc1ccc(S(=O)(=O)NCCCN2CCOCC2)c2ccccc12
-0.56	-0.77	-79	COc1nc(/C(N)=N/O)nc(N2CCCCC2)n1
·	·	27	CCN1CCCc2cc(CN(CCN3CCOCC3)C(=S)Nc3ccc(OC)c(Cl)c3)ccc21
-0.66	-0.53	·	CCn1cc(C(=O)N2CCCc3ccccc32)c2cc(OC)c(OC)cc2c1=O
-0.42	-0.8	8	COc1ccccc1NC(=O)C(=O)NCC1COc2ccccc2O1 (stereo not given)
0.33	-0.48	7	COc1cc(-c2cn[nH]c2N)cc(OC)c1OC
1.7	2	21	COc1ccc(C(=O)Nc2cc3c(cc2C#N)OCO3)cc1S(=O)(=O)NCc1ccco1
-0.31	-0.63	·	COc1ccc(C2CN=NC23CCCc2ccccc2C3=O)cc1 (stereo not given)
-0.88	-0.52	-7	COc1ccc(C)cc1NC(=O)c1ccc(CN2CCN(c3ccccc3)CC2)cc1
·	·	29	COc1ccc(N2CCN(C(=O)Cc3coc4cc(C)ccc34)CC2)cc1
-0.29	-0.78	45	CCCCC(=O)Nc1ccc(C(=O)N2CCN(c3ccccc3OC)CC2)cc1
·	·	-12	COc1cc(CN2CCN(c3cc(C)ccc3C)CC2)cc([N+](=O)[O-])c1O
0.14	0.55	·	COc1ccc(C(=O)COC(=O)c2ccc(OC)c(OC)c2)cc1OC
1.1	0.95	·	CCOC(=O)c1c(C)n(C)c2ccc(OC)c(NC(=O)CN3CCN(Cc4ccccc4)CC3)c12
0.31	-0.31	·	CCOc1ccc(C2Oc3nc(SC)nnc3-c3ccccc3N2C(C)=O)cc1OC (stereo not given)

# Some of the compounds tested; the hit share may differ from the screen's.
